# Screening results as filed in PubChem BioAssay.
# PTHR1 agonist: qHTS for PTHR1 Agonists: Primary Screen | 410,000 tested, 0.075% active | Potency, µM (highest dose often 115 µM), without a hit: at the top dose activation, usual class: activators | HEK293 GP2 PTHR1 cells, GloSensor cAMP luminescence, 1 h | Parathyroid hormone/parathyroid hormone-related peptide receptor (Homo sapiens), Q03431; also: nearly all actives have a fitted effect of over 55% in size; some results filed as inactive show a strong effect at the top dose; inactives centre near -15; many of its hits are not listed in these tables
# Target sequence (Q03431 whole entry, looked up): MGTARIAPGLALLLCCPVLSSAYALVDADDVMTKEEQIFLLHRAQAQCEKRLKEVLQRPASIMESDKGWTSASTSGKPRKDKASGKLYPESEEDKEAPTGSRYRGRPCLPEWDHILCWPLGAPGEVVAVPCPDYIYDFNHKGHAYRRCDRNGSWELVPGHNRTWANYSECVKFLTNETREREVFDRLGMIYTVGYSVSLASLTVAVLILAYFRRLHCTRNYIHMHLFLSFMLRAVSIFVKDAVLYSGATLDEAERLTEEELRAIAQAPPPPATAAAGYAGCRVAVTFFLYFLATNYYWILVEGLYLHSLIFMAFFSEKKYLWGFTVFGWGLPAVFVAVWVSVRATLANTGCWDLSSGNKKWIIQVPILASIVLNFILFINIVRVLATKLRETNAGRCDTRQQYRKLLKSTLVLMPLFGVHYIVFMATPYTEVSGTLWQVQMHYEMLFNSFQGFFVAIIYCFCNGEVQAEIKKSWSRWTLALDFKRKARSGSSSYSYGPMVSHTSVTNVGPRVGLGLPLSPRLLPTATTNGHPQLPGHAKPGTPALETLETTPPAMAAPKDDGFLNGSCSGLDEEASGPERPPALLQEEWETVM
#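 HEK-293-derived GP2 cells expressing PTHR1 and a GloSensor cAMP reporter, 3,000/well, plated overnight, given luciferin plus IBMX (each 0.5 mM as added) for 1 h at 37 °C, then compound for 1 h at 37 °C. Luminescence was read after 15 min at room temperature.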
# TDP-43 yeast inh: qHTS of TDP-43 Inhibitors. TDP-43 expressing yeast growth rescue, BacTiter-Glo, 24 h. 410,000 tested, 1.8% active. Potency, µM (top dose mostly 46.1 µM), inactives show at the highest dose growth rescue (activation), hits mostly activators; also: % of control where 0% means no effect; nearly all actives have a fitted effect of over 50% in size
#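 Luminescence from BacTiter-Glo reports growth of TDP-43-expressing yeast after 24 hr at 30 deg C with compound. Cells were raffinose-pregrown to mid-log, then seeded in galactose medium at OD600=0.02.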
# aSyn yeast inh: qHTS of alpha-syn Inhibitors. 370,000 tested, 0.14% active. Potency, µM (series often up to 46.1 µM), for the others: top-dose growth rescue (activation), hits mostly activators. Yeast expressing alpha-synuclein, growth rescue, BacTiter-Glo, 24 h; also: % of control where 0% means no effect; nearly all actives have a fitted effect of over 65% in size
#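 Galactose-induced alpha-syn yeast (OD600=0.02, raffinose-pregrown) + pinned cpd, 24 hr, 30 deg C; growth by BacTiter-Glo luminescence. Growth restoration scores as activation.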
# FUS suppressor: qHTS for Suppressors of FUS Proteinopathy: Primary screen using FUS-linked yeast assay; 390,000 tested, 0.24% active; AID 1347120, 2019; Potency, µM (titrated, usually from 76.6 µM), without a hit: top-dose growth rescue (activation), usual class: activators; S. cerevisiae FUS-expressing, growth rescue, OD600, 24 h;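 also: plate controls were DMSO vehicle for no effect and reference control for full effect; nearly all actives have a fitted effect of over 55% in size; some results filed as inactive show a strong effect at the top dose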
#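 Yeast expressing FUS under galactose induction, OD 0.005 in 2% galactose medium; compounds in a dilution series, 24 h at 30C. Growth rescue by absorbance at 600 nm; CP55940 positive control, DMSO negative.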
# * = called active by the depositor; i = inactive; ? = inconclusive; . = no result given; & = joins results of further samples; [ ] = remark or other dose. Calls follow the shape of the dose curve; as a rule, active = well fitted curve in the direction sought with a large enough effect; inconclusive = small, poorly fitted or top-dose-only effect, or another doubt; inactive = no such curve, though single readings can be large; an effect the other way counts as inactive or inconclusive. Potency is read from the fitted curve at half-maximal effect.
no. | structure | PTHR1 agonist | TDP-43 yeast inh
1 | CC12NC(Cc3ccccc31)c1ccccc12 (configuration not stated) | . | .
2 | Oc1ccc2c3c1O[C@H]1[C@@H](O)CC[C@@]4(O)C(C2)N(CC2CCC2)CCC314 (some centres not stated) | . | .
3 | N=C(N)c1ccc(CS(=O)(=O)F)cc1 | . | .
4 | Oc1ccc2c3c1O[C@H]1c4[nH]c5c(c4C[C@@]4(O)[C@@H](C2)N(CC2CC2)CC[C@]314)C[C@@]1(O)[C@H]2Cc3ccc(O)c4c3[C@@]1(CCN2CC1CC1)[C@H]5O4 | . | .
5 | CCCCCCCCCCCCCC(=O)O[C@@H]1[C@@H](C)[C@@]2(O)[C@@H](C=C(CO)C[C@@]3(O)C(=O)C(C)=C[C@@H]23)C2C(C)(C)[C@@]21OC(C)=O (some centres not stated) | . | .
6 | CN1CC[C@@]2(C)c3cc(O)ccc3N(C)C12 (some centres not stated) | . | .
7 | C[Se]C[C@H](N)C(=O)O | . | .
8 | CC(=O)Nc1ccc(OC(=O)N2CCN(/[N+]([O-])=N/Oc3ccc([N+](=O)[O-])cc3[N+](=O)[O-])CC2)cc1 | . | .
9 | Oc1c(C(Nc2cccnc2)c2ccccc2F)ccc2cccnc12 (configuration not stated) | . | .
10 | CN(N=O)c1ccc(O)c(O)c1 | . | .

no. | aSyn yeast inh | FUS suppressor
1 | 1% | .
2 | 2% | .
3 | -17% | .
4 | 4% | .
5 | 8% | .
6 | 1%&-7% | .
7 | -19% | .
8 | -29% | .
9 | ? | .
10 | 2% | .

# Following part.
no. | structure | PTHR1 agonist | TDP-43 yeast inh
11 | [Hg+][c]1ccccc1 | . | .
12 | CC(=O)OCC1=C(C(=O)O)N2C(=O)[C@@H](NC(=O)CCC[C@@H](N)C(=O)O)[C@H]2SC1 | . | .
13 | CCCn1c(=O)c2[nH]c(C3CCCC3)nc2n(CCCOC(=O)c2ccc(S(=O)(=O)F)cc2)c1=O | . | .
14 | C[C@]12CC[C@H](O)C[C@H]1CCC1C2CC[C@]2(C)[C@@H](c3ccc(=O)oc3)C[C@H]3O[C@]132 (some centres not stated) | . | .
15 | O=C(CI)c1ccc(Cl)cc1 | . | .
16 | CCN1C[C@@]2(COC)C3[C@@H](OC)C4[C@@H]1C3([C@@H]1C[C@]3(O)[C@H](OC(=O)c5ccccc5)[C@@H]1[C@]4(OC(C)=O)[C@@H](O)[C@@H]3OC)[C@H](OC)C[C@H]2O | . | .
17 | N#C/C(=C/c1ccc(O)c(O)c1)C(N)=S | . | .
18 | CC(C)CC(NP(=O)(O)O[C@@H]1O[C@@H](C)[C@H](O)[C@@H](O)[C@H]1O)C(=O)NC(Cc1c[nH]c2ccccc12)C(=O)O (some centres not stated) | . | .
19 | CC(N)[C@H](O)c1ccc(O)c(O)c1 (some centres not stated) | . | .
20 | CP(=O)(O)C1=CCNCC1 | . | .

no. | aSyn yeast inh | FUS suppressor
11 | -79%[inhibitor] | .
12 | -7% | .
13 | 5% | .
14 | 17% | .
15 | 15% | .
16 | 8% | .
17 | -15% | .
18 | -3% | .
19 | 4%&-12% | .
20 | -8% | .

# Following part
no. | structure | PTHR1 agonist | TDP-43 yeast inh
21 | ClCCN(CCCl)c1ccc(/C=C/c2sc3ccccc3[n+]2CCCCI)cc1 | . | .
22 | NC(N)=NOCCC(N)C(=O)O (configuration not stated) | . | .
23 | O=C(CCl)c1ccc(O)c(O)c1 | . | .
24 | CC1(C)N([O])C(c2ccc(C(=O)O)cc2)=[N+]([O-])C1(C)C | . | .
25 | O=[N+]([O-])c1ccc(Cl)c(Cl)c1 | . | .
26 | C=CCN(C1=NCCN1)c1c(Cl)cccc1Cl | . | .
27 | Clc1ccc(-c2csc3ncnc(Sc4nnnn4C4CC4)c23)cc1 | . | .
28 | NC(=O)COc1c(F)cc(SCCNS(=O)(=O)c2ccccc2)cc1F | . | .
29 | COc1cc2nc(N3CCCN(C)CC3)nc(N(C)C3CCN(C)CC3)c2cc1OC | . | .
30 | NC(N)=NOCC[C@H](N)C(=O)O | . | .

no. | aSyn yeast inh | FUS suppressor
21 | -26% | .
22 | 4% | .
23 | -15% | .
24 | -5% | .
25 | 1% | .
26 | 2% | .
27 | ? | .
28 | 0% | .
29 | 0% | .
30 | -1% | .

# Later entries:
no. | structure | PTHR1 agonist | TDP-43 yeast inh
31 | C=CCN1C(=O)C2(C(C(=O)OC)=C(N)Oc3c2c(=O)oc2ccccc32)c2ccccc21 (configuration not stated) | . | .
32 | CCCN(CCC)CCc1c[nH]c2ccc(C(N)=O)cc12 | . | .
33 | CCC(NC(=O)OCc1ccccc1)P(=O)(Oc1ccccc1)Oc1ccccc1 (configuration not stated) | . | .
34 | COP(=O)(Sc1ccccc1)C(Cc1ccccc1)NC(=O)OCc1ccccc1 (configuration not stated) | . | .
35 | CC(C)C(NC(=O)OCc1ccccc1)P(=O)(Oc1ccccc1)Oc1ccccc1 (configuration not stated) | . | .
36 | CC(=O)N1c2ccccc2C(c2ccccc2)=NCC1C(=O)NC1CCCCC1 (configuration not stated) | . | .
37 | O=C(NC(CCC(O)CO)P(=O)(Oc1ccccc1)Oc1ccccc1)OCc1ccccc1 (configuration not stated) | . | .
38 | C=C1[C@@H](C)C2[C@H](Cc3ccccc3)NC(=O)[C@]23[C@H](OC(C)=O)/C=C/[C@@](C)(O)C(=O)[C@@H](C)C/C=C/[C@H]3[C@@H]1O (some centres not stated) | . | .
39 | CCCC(=O)N1c2ccc(Cl)cc2C(c2ccccc2)=NCC1C(=O)NC(C)(C)C (configuration not stated) | . | .
40 | CC(C)CCP(=O)(O)O | . | .

no. | aSyn yeast inh | FUS suppressor
31 | 1% | .
32 | -3% | .
33 | . | 41%
34 | . | 17%
35 | . | -3%
36 | . | -8%
37 | . | 40%
38 | . | 5%
39 | . | 15%
40 | . | -14%

# Next part:
no. | structure | PTHR1 agonist | TDP-43 yeast inh
41 | O=C(CN1C(=O)[C@@H](Cc2c[nH]c3ccccc23)N=C(c2ccccc2)c2ccccc21)NC1CCCCC1 | . | .
42 | O=C(CNCc1c(F)cccc1F)N1CCC2(CC1)OCCO2 | . | .
43 | CN1C(=O)CCS(=O)(=O)C1c1ccc(Cl)cc1 (configuration not stated) | . | .
44 | O=c1c2ccccc2nc(/C=C/c2cccc3ccccc23)n1-c1ccc(Cl)cc1 | -13% | 16%
45 | O=C(COc1ccccc1Cl)N1CCN(CCc2ccncc2)CC1 | -7% | -18%
46 | COc1ccc(/C=C/C(=O)Nc2ccc(C)cc2)cc1 | -42%[inhibitor] | -13%
47 | O=C(NCCc1ccc(F)cc1)C(=O)NCC(c1cccs1)S(=O)(=O)c1ccc(Cl)cc1 (configuration not stated) | -18% | ?
48 | CCOC(=O)c1cc(-c2ccccc2)n(CCCC(=O)Nc2ccc(C)c(C)c2)c1C | -20% | -5%
49 | O=C(Nc1ccc(Br)cc1C(=O)c1ccccc1Cl)c1ccc(Br)cc1 | -14% | ?
50 | CCc1ccc(NC(=O)c2cnc3sc(N4CCCC4)nn3c2=O)cc1 | -35%[inhibitor] | 22%

no. | aSyn yeast inh | FUS suppressor
41 | . | ?
42 | . | -7%
43 | -4% | -3%
44 | . | 6%
45 | . | -24%
46 | . | 15%
47 | . | 38%
48 | . | 21%
49 | . | 8%
50 | . | 2%

# (further entries)
no. | structure | PTHR1 agonist | TDP-43 yeast inh
51 | O=c1c2ccccc2nc(/C=C/c2ccccc2)n1-c1ccccc1F | -41%[inhibitor] | 12%
52 | Cc1cc(NC(=O)c2cc(-c3cccc(Cl)c3)on2)nn1Cc1ccc(Cl)cc1 | -42%[inhibitor] | 22%
53 | CCC(C(=O)Nc1ccccc1F)N1C(=O)CN=C(c2ccccc2)c2ccccc21 (configuration not stated) | i | ?
54 | O=C(Cn1cc(C(=O)c2ccccc2)c2ccccc21)Nc1ccc(Br)cc1 | -18% | 10%
55 | Cc1ccc(OCC(=O)N2CCN(CCc3ccncc3)CC2)cc1C | -21% | -10%
56 | CCOc1ccccc1NC(=O)NCc1ccc2c(c1)CCN2C(=O)c1ccccc1 | -78%[inhibitor] | 0%
57 | COc1ccc(CCNC(=O)CCn2c(=O)c3ccccc3n(Cc3ccc(Cl)cc3)c2=O)cc1OC | -84%[inhibitor] | 15%
58 | Cc1ccc(-n2c(/C=C/c3cc(Br)cs3)nc3ccccc3c2=O)cc1C | i | 18%
59 | Cc1ccc(C)c(N2CCN(C(=O)C3CCCN(S(=O)(=O)c4cccc5nsnc45)C3)CC2)c1 (configuration not stated) | -27% | ?
60 | Cc1ccc(-n2c(/C=C\c3ccc(F)cc3)nc3ccccc3c2=O)cc1Cl | -58%[inhibitor] | 26%

no. | aSyn yeast inh | FUS suppressor
51 | . | 2%
52 | . | -12%
53 | . | -21%
54 | . | 14%
55 | . | 6%
56 | . | 5%
57 | . | 9%
58 | . | -12%
59 | . | ?
60 | . | ?

# Additional structures follow:
no. | structure | PTHR1 agonist | TDP-43 yeast inh
61 | COc1ccc(C(=O)Nc2ccc(-c3cc(C(F)(F)F)nn3-c3ccccc3)cc2)cc1OC | -37%[inhibitor] | 22%
62 | CCCCCc1nc2ccccc2c(=O)n1-c1ccc(C)cc1 | i | 0%
63 | COc1cccc(/C=C/c2nc3ccccc3c(=O)n2-c2ccc(Cl)cc2)c1OC | -19% | 16%
64 | Cc1cccc(-n2c(/C=C/c3c[nH]c4ccccc34)nc3ccccc3c2=O)c1 | i | 28%
65 | Cc1ccc(NC(=O)CN2C(=O)CN=C(c3ccccc3)c3ccccc32)cc1 | -10% | 3%
66 | Cc1cccc(NC(=O)c2cc3c(=O)n4ccccc4nc3n2C)c1C | i | ?
67 | COc1ccc(NC(=O)c2oc3ccc(S(=O)(=O)N(C)C4CCCCC4)cc3c2C)cc1 | -12% | 31%
68 | Cn1ncc2c(NCc3ccc(Cl)cc3)ncnc21 | -16% | ?
69 | CCc1ccc(-n2nc(C)c3c2NC(=O)CSC3c2ccc(OC)cc2OC)cc1 (configuration not stated) | -95%[inhibitor] | 30%
70 | CCc1cccc(NC(=O)C2CCN(S(=O)(=O)c3ccc(Br)s3)CC2)c1 | -36%[inhibitor] | 10%

no. | aSyn yeast inh | FUS suppressor
61 | . | ?
62 | . | 7%
63 | . | 37%
64 | . | 5%
65 | . | 23%
66 | . | -17%
67 | . | 33%
68 | . | -13%
69 | . | ?
70 | . | ?

# An excerpt from the list above, for reference:
no. | structure | PTHR1 agonist | TDP-43 yeast inh
1 | CC12NC(Cc3ccccc31)c1ccccc12 (configuration not stated) | . | .
2 | Oc1ccc2c3c1O[C@H]1[C@@H](O)CC[C@@]4(O)C(C2)N(CC2CCC2)CCC314 (some centres not stated) | . | .
3 | N=C(N)c1ccc(CS(=O)(=O)F)cc1 | . | .
4 | Oc1ccc2c3c1O[C@H]1c4[nH]c5c(c4C[C@@]4(O)[C@@H](C2)N(CC2CC2)CC[C@]314)C[C@@]1(O)[C@H]2Cc3ccc(O)c4c3[C@@]1(CCN2CC1CC1)[C@H]5O4 | . | .
5 | CCCCCCCCCCCCCC(=O)O[C@@H]1[C@@H](C)[C@@]2(O)[C@@H](C=C(CO)C[C@@]3(O)C(=O)C(C)=C[C@@H]23)C2C(C)(C)[C@@]21OC(C)=O (some centres not stated) | . | .

no. | aSyn yeast inh | FUS suppressor
1 | 1% | .
2 | 2% | .
3 | -17% | .
4 | 4% | .
5 | 8% | .

# More records follow.
no. | structure | PTHR1 agonist | TDP-43 yeast inh
71 | Cc1ccc(CNC(=O)CCCn2c(=O)c3sccc3n(CC(=O)Nc3c(C)cccc3C)c2=O)cc1 | -2% | 8%
72 | Cc1ccc(Cn2c(SCc3ccc(C(=O)NC4CCCC4)cc3)nc3ccncc32)cc1 | -48%[inhibitor] | -26%
73 | COc1ccc(CNC(=O)c2cnn3c(C)c(Cc4ccc(F)cc4)c(C)nc23)cc1 | -43% | ?
74 | COc1cc2[nH]c(=O)n(Cc3ccc(C(=O)N4CCN(c5ccc(Cl)cc5)CC4)cc3)c(=O)c2cc1OC | -27% | -11%
75 | CCCC12CN3CC(C)(CN(C1)C3c1ccccn1)C2=O (configuration not stated) | -10% | 4%
76 | Cc1cccc(Cn2cccc(C(=O)Nc3ccc(F)cc3F)c2=O)c1 | -21% | 17%

no. | aSyn yeast inh | FUS suppressor
71 | . | -7%
72 | . | ?
73 | . | -13%
74 | . | -26%
75 | . | -1%
76 | . | 5%

# A portion of the library. The share of hits here may be higher or lower than overall.
